esBAF inh: SWI/SNF esBAF complex inhibition | reporter increase, % at 12.5 µM | mouse ES cells, Bmi1-luciferase knock-in reporter, 24 h; 100% = twice the neutral-well signal | hit rate 2% among 350,000; in the data active = activation above about 40%;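 also: 0% = median of the plate's neutral control wells and 100% = double that signal; a rise in the Bmi1 reporter signal indicates esBAF inhibition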
S100A4 MyoIIA: inhibitors of human S100A4 binding to myosin IIA peptide; P26447; S100A4/TAMRA-MyoIIA peptide fluorescence polarization; inhibition, % at 10.7 µM; hit rate 0.14% among 360,000; AID 652163;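 active = mean inhibition of at least 70% across replicates, with every replicate also reaching that level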
Target sequence (P26447 whole entry, looked up): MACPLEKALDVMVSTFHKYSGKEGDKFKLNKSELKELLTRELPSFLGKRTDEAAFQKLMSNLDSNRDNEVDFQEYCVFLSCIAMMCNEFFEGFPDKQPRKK
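Test system – S100A4 monomer (human) · Compound – single-point compound testing · Schedule – 5 min incubation before reading · Probe or stimulus – TAMRA-labelled myosin IIA heavy-chain peptide probe, 5 nM · Benchmarks – neutral control DMSO, positive control TFP · Medium – Calcium-containing HEPES buffer, pH 7.2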
FN deposit inh: fibronectin deposition inhibition. AH1F fibroblasts, Alexa488-fibronectin deposition fluorescence, overnight. inhibition, % at 12.6 µM. hit rate 0.086% among 350,000. AID 743247;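 active = mean inhibition across replicates of 30% or more, regardless of how many single replicates reach that level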;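 also: positive control wells lacked labelled fibronectin entirely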
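Material: AH1F fibroblast monolayer depositing Alexa488-labelled fibronectin into matrix / Amount: 10000 AH1F cells per well / Signal: fluorescence 485/525 nm / Medium: DMEM, 2% serum / Compound: single dose, pinned / Incubation: 1 h cell adhesion before compound, then overnight fibronectin incubation / Reagent: Alexa488-FN, 24 nM final / Read-out: inhibition of fibronectin deposition signal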
Casp6 inh: inhibitors of human caspase-6. hit rate 0.53% among 350,000. inhibition, % at 12.5 µM. purified caspase-6, Z-VEID-R110 cleavage fluorescence. AID 686996;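 active = mean inhibition across replicates at least about 35%, with every replicate also reaching that limit, limit read from the data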;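 also: 0% = median of neutral control wells and 100% = no fluorescence left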
Target sequence (P55212 24-179 limits assumed): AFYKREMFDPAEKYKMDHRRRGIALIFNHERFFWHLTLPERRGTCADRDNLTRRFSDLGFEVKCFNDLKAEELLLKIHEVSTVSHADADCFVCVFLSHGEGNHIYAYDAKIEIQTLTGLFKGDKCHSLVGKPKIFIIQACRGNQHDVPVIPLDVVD
Target sequence (P55212 194-293 limits assumed): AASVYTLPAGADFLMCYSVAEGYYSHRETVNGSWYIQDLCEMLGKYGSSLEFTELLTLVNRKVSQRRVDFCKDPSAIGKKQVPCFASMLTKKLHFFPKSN
LGR2 inh: inhibitors of bursicon-induced Drosophila LGR2 receptor cAMP signaling | hit rate 0.35% among 380,000 | inhibition, % at 9.99 µM | HEK293 LGR2, CRE-luciferase, bursicon-stimulated, 4 h | AID 720647;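 active = drop in luminescence signal, shown as inhibition above about 50% in the replicate tests, limit read from the data, passing the limit was not always enough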;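 also: agonist challenge used bursicon conditioned medium at about half maximal strength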
Statin myotox sup: protects C2C12 myotubes from simvastatin toxicity. hit rate 0.78% among 330,000. AID 602340. rescue of ATP level, % at 7.49 µM. ATP luminescence, 48 h; scaled: DMSO 0, geranylgeraniol control 100;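 active = mean ATP rescue above about 67%, or every replicate alone reaching that limit, limit read from the data, passing the limit was not always enough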;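 also: myotubes were challenged with 10 µM simvastatin during compound exposure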
SIRT5 block: inhibitors of human sirtuin-5 desuccinylase; Q9NXA8; Purified SirT5, succinyl-peptide AMC, trypsin-coupled fluorescence; inhibition, % at 15 µM; hit rate 1.1% among 330,000; AID 652115; in the data active = inhibition above about 15%
Target sequence (Q9NXA8 whole entry, looked up): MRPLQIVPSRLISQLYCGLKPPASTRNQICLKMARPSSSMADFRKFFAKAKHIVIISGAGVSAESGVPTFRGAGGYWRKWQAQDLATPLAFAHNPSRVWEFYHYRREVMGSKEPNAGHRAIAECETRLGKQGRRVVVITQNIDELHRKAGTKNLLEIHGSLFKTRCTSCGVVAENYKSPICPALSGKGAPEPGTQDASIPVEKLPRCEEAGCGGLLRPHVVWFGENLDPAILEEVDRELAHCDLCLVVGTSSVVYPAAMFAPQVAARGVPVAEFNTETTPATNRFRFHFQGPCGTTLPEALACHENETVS
An asterisk follows results filed as active; · = no result given.

SMILES | esBAF inh | S100A4 MyoIIA | FN deposit inh | Casp6 inh | LGR2 inh | Statin myotox sup | SIRT5 block
O=C1C[C@@H]2CCN3C(=O)CCC[C@@H]([C@H]23)[C@@H]1Cc1ccccc1 | -2 | -10 | · | -3 | 2 | -6 | -1
CC1=CC2(C)NC(=O)C(C)C12 (stereo not drawn) | 3 | 7 | 9 | -1 | 9 | -1 | -3
O=C(O)CCCN1C(=O)C(=O)/C(=C(/O)c2ccc(Cl)cc2)C1c1ccccc1 (stereo not drawn) | · | -31 | 6 | 0 | -7 | · | 5
COc1ccc(-c2ccc(-c3cc(=O)oc4c(C(C)C)ccc(C)c34)cc2)cc1 | -6 | -9 | · | -2 | 15 | -11 | -6
O=C(NCCNS(=O)(=O)c1ccccc1)c1cc(OCC(F)(F)F)ccc1OCC(F)(F)F | -20 | · | 6 | · | · | -2 | ·
CCc1cccc(C)c1N=Cc1c(O)c2ccccc2oc1=O | 4 | -4 | -1 | 3 | -8 | 5 | -4
COc1ccc(NC(=O)CN2CCCCC2)cc1S(=O)(=O)N1CCCCC1 | 4 | -3 | 6 | -1 | 6 | -1 | -3
COc1ccc(NC(=O)C2CC(=O)N/C(=N/N=C/c3ccccc3)S2)cc1 (stereo not drawn) | · | -1 | -1 | 1 | 3 | · | 2
CC1CCCCN1C(=O)c1cc(S(=O)(=O)N2CCOCC2)ccc1Cl (stereo not drawn) | -11 | -2 | -6 | 2 | -4 | 14 | -2
CC(=O)c1c(-c2ccc(C)cc2)nc2c3ccccc3ccn12 | · | 1 | · | 1 | 10 | · | ·
CCCCNC(=S)Nc1cccc2cnccc12 | -7 | 2 | 9 | -1 | -1 | -15 | 12
Nc1ncnc2c1ncn2[C@@H]1O[C@H](C(=O)N[C@@H](CO)Cc2ccccc2)[C@@H](O)[C@H]1O | 2 | -2 | 2 | -1 | -11 | -1 | -7
C[C@@H]1CCCCO[C@@H](CN(C)Cc2ccc(C(=O)O)cc2)[C@H](C)CN([C@H](C)CO)C(=O)c2cc(NS(C)(=O)=O)ccc2O1 | -5 | -7 | · | -1 | 1 | · | -2
Cc1ccc(NC(=O)CNS(=O)(=O)c2ccc(F)cc2)cc1C | 1 | -16 | · | -8 | -11 | 8 | -6
COc1cc(NS(=O)(=O)c2ccc(N/C=C\C(=O)c3ccc(C)cc3)cc2)nc(OC)n1 | 0 | · | · | · | 22 | -8 | ·
COc1ccc(C#Cc2ccc([C@@H]3[C@@H](CO)N4CCCCN(S(=O)(=O)c5cn(C)cn5)C[C@@H]34)cc2)cc1 | -1 | 4 | · | 4 | 27 | 21 | 1
O=C(CSc1ccccc1C(=O)N1CCCCC1)NCC1CCCCC1 | 5 | -16 | · | -82 | 1 | -1 | -3
C=C(C)c1cccc(C(C)(C)NC(=O)Nc2ncccn2)c1 | -9 | · | 2 | · | 8 | 2 | ·
O=C1C=CCCN1C(=O)/C=C/c1cccc(Br)c1 | · | 12 | · | -2 | · | · | -2
ON(CCc1ccccn1)Cc1ccccc1 | 11 | 10 | 1 | 2 | -3 | 5 | 5
CCCCN1CC2=C(C1=O)C(c1ccc(O)cc1)NC(=O)N2C (stereo not drawn) | · | 0 | -6 | -4 | 0 | · | 1
Cc1ccccc1-c1ccc([C@@H]2[C@H](CO)N3C(=O)CN(C(=O)c4ccncc4)C[C@@H]23)cc1 | · | -24 | -2 | 2 | 5 | · | -6
COc1ccc(C(=O)N[C@H]2CCCCNC2=O)cc1OC1CCN(C(C)C)CC1 | -9 | -2 | -4 | -3 | 20 | -3 | -3
CC(C)NC(=O)C1(C)CN(S(C)(=O)=O)CC(=O)N1CCCN1CCOCC1 (stereo not drawn) | · | -4 | 8 | -34 | 0 | · | 0
O=C1CCC(c2ccc(-n3ccnc3)cc2)=NN1 | -2 | -3 | 1 | -1 | 17 | -2 | 1
O=C(NC(=S)Nc1ccccc1)c1csnn1 | 0 | 24 | · | 1 | -23 | 11 | -9
CCNC(=O)C12CCC(C)(c3nc4cc(C)c(C)cc4nc31)C2(C)C (stereo not drawn) | -2 | 3 | · | 1 | 13 | 3 | -3
CCOc1ccc(Br)cc1CN(CC)CC | -7 | -1 | -6 | 1 | -6 | 14 | -1
Cc1noc(C)c1NC(=O)N(C)C[C@@H]1Oc2ccc(N(C)C)cc2C(=O)N([C@@H](C)CO)C[C@H]1C | -1 | -4 | · | 0 | -24 | 7 | -1
Cc1cc(NCc2ccccn2)n2c(nc3ccccc32)c1C#N | · | 2 | -4 | -4 | 27 | · | -3

Profiles from above.
Results for O=C1CCC(c2ccc(-n3ccnc3)cc2)=NN1 = esBAF inh: -2; S100A4 MyoIIA: -3; FN deposit inh: 1; Casp6 inh: -1; LGR2 inh: 17; Statin myotox sup: -2; SIRT5 block: 1
Results for Cc1ccccc1-c1ccc([C@@H]2[C@H](CO)N3C(=O)CN(C(=O)c4ccncc4)C[C@@H]23)cc1 = esBAF inh: ·; S100A4 MyoIIA: -24; FN deposit inh: -2; Casp6 inh: 2; LGR2 inh: 5; Statin myotox sup: ·; SIRT5 block: -6
Results for CCCCN1CC2=C(C1=O)C(c1ccc(O)cc1)NC(=O)N2C (stereo not drawn) = esBAF inh: ·; S100A4 MyoIIA: 0; FN deposit inh: -6; Casp6 inh: -4; LGR2 inh: 0; Statin myotox sup: ·; SIRT5 block: 1

Going on with the list.
SMILES | esBAF inh | S100A4 MyoIIA | FN deposit inh | Casp6 inh | LGR2 inh | Statin myotox sup | SIRT5 block
COc1ccc(C#Cc2ccc([C@H]3[C@H]4CN(C(=O)Nc5cccc(F)c5)CCCCN4[C@H]3CO)cc2)cc1 | 5 | · | · | · | -9 | 17 | ·
CO[C@H]1CN(C)C(=O)c2ccc(NC(C)=O)cc2OC[C@@H](C)N(Cc2cncnc2)C[C@@H]1C | 3 | -1 | -9 | 4 | -15 | 0 | 1
COc1ccc(-n2nc(C)cc2N)cc1 | · | -7 | -3 | 0 | 6 | · | -4
C[C@H]1CCCCO[C@H](CN(C)C(=O)NC2CCCCC2)[C@@H](C)CN([C@@H](C)CO)C(=O)c2cc(NC(=O)Nc3ccc(F)cc3)ccc2O1 | · | 7 | 11 | -1 | 21 | · | ·
CO[C@H]1CN(C)C(=O)c2cc(NC(=O)NC3CCCCC3)ccc2OC[C@H](C)N(CC2CCOCC2)C[C@@H]1C | 10 | 2 | 2 | 0 | -3 | 2 | ·
Cc1ccccc1SCC(=O)OCC(=O)N(C)c1c(N)n(Cc2ccccc2)c(=O)[nH]c1=O | -2 | 1 | -3 | -2 | 8 | -5 | 9
Cc1noc(C)c1S(=O)(=O)Nc1cccc2c1O[C@H](CN(C)S(=O)(=O)c1ccccc1)[C@H](C)CN([C@H](C)CO)C2=O | 3 | -16 | · | 1 | 6 | 8 | 0
CN1C(=O)c2cc(NC(=O)Nc3ccccc3F)ccc2OC[C@@H]2O[C@H](CC(=O)O)CC[C@H]21 | -2 | · | -10 | · | 7 | 10 | ·
CCC(=O)Nc1ccc(/C(C)=N/NC(=O)c2c(-c3ccccc3Cl)noc2C)cc1 | · | 5 | 1 | 1 | 5 | · | -2
COc1ccccc1CCC(=O)NC1CCCN(c2ccc(C(F)(F)F)cn2)C1 (stereo not drawn) | -14 | -3 | 1 | -2 | 15 | -24 | -2
COC(=O)C1=C(C)Nc2nc3ccccc3n2C1c1cc(OC)c(OC)c(OC)c1 (stereo not drawn) | · | -5 | 3 | -3 | 2 | · | 6
O=C(CCc1ccccc1)Nc1ccnn1C1CCN(Cc2ccc(OCCO)cc2)CC1 | -9 | -3 | -2 | -2 | 5 | -16 | -5
O=C(Nc1ccc(Cl)cc1)N[C@@H]1CC[C@@H](CCn2cc(C3(O)CCCC3)nn2)O[C@H]1CO | -3 | -2 | · | 1 | 7 | 17 | 1
CCOc1ccc(S(=O)(=O)Nc2nc3ccccc3nc2-n2ccc(=NC(=O)c3ccccc3C)cc2)cc1 | · | -4 | 0 | -3 | 3 | · | 2
Cc1ccc(S(=O)(=O)N(Cc2ccccc2)c2ccccc2C(=O)Nc2ccccc2C(=O)NCc2ccco2)cc1 | · | -6 | -4 | -3 | · | · | -3
CCOc1ccc(CCNS(=O)(=O)c2ccc3c(c2)N(C(C)=O)CCO3)cc1OCC | 0 | -2 | 16 | 3 | 1 | 0 | -4
CSc1sc(C)cc1C=O | -18 | -2 | · | 1 | 0 | -4 | 5
Cc1ccc(NC(=O)C2CCN(S(=O)(=O)c3c(C)noc3/C=C/N(C)C)CC2)cc1 | 1 | 13 | 1 | 3 | 8 | 7 | 1
N[C@@H](Cc1ccccc1)c1nnc(SC/C=C/c2ccccc2)o1 | · | -1 | -3 | -4 | -6 | · | -4
O=C(NCc1ccccc1)[C@H]1CCCN1C(=O)[C@H]1CCCN1C(=O)c1cccc2ccccc12 | · | -8 | 2 | 1 | -11 | · | ·
CN(C)CCN(C(=O)C1CCN(S(=O)(=O)c2cccs2)CC1)c1nc2c(F)cccc2s1 | -3 | 4 | -2 | -1 | 4 | -9 | -7
COc1cc(-c2c(C#N)c(N)nc3[nH]c(=S)[nH]c(=O)c23)ccc1O | -3 | -5 | 2 | 4 | 1 | -8 | 4
COCc1cc(C)nc(OCC(=O)N/N=C/c2ccc(OC)c(OC)c2)c1C#N | · | 8 | 2 | 4 | -17 | · | -2
CCOc1cc2c(C#N)c(N(CC)CC)nc(N)c2c(N)n1 | 16 | -7 | 10 | · | 15 | -3 | ·
O=C(CCN1C(=O)c2ccccc2C1=O)N1CCOCC1 | -7 | · | 11 | · | · | -2 | ·
CCN(CC)S(=O)(=O)c1cc(NC(=O)CCCOc2ccc(C(C)=O)cc2)ccc1C | · | -2 | -2 | 0 | 11 | · | -2
O=C(NC1CC1)C(Cc1ccccc1)NS(=O)(=O)c1ccccc1F (stereo not drawn) | -7 | -3 | 3 | -1 | -8 | -9 | -6
CC(C)(C)OC(=O)N1CCC(NC(=O)c2[nH]cnc2C(=O)Nc2ccccc2)CC1 | 2 | 3 | -11 | 1 | · | -8 | 2
CCCOc1ccc2c(=O)c(N3C(=O)c4ccccc4C3=O)c(C)oc2c1 | -7 | · | 1 | · | · | -20 | ·
COc1cccc(C#Cc2ccc([C@@H]3[C@H]4CN(C(=O)Cc5cccnc5)CC(=O)N4[C@H]3CO)cc2)c1 | · | 4 | -1 | 5 | 4 | · | 1

Of the compounds above, these contain bromine.
SMILES | esBAF inh | S100A4 MyoIIA | FN deposit inh | Casp6 inh | LGR2 inh | Statin myotox sup | SIRT5 block
O=C1C=CCCN1C(=O)/C=C/c1cccc(Br)c1 | · | 12 | · | -2 | · | · | -2
CCOc1ccc(Br)cc1CN(CC)CC | -7 | -1 | -6 | 1 | -6 | 14 | -1

Additional records
SMILES | esBAF inh | S100A4 MyoIIA | FN deposit inh | Casp6 inh | LGR2 inh | Statin myotox sup | SIRT5 block
COc1cc(-c2cc(C(=O)Nc3ccncc3)c3ccccc3n2)cc(OC)c1OC | 2 | 6 | -5 | 1 | -9 | -14 | 0
COc1ccc2c3c(n(C)c2c1)[C@H](CO)N(C(=O)Nc1ccc(F)cc1)CC31CCN(C(=O)NC2CCCC2)CC1 | · | 0 | · | 2 | -1 | · | 3
S=C1NC2(CCCC2)N=C1c1ccccc1 | · | -48 | -1 | 0 | 7 | · | -1
COC(=O)C1C2C=CC3(CN(c4cccc(Cl)c4)C(=O)C13)O2 (stereo not drawn) | -2 | 3 | -1 | 0 | -18 | -4 | -2
CC(OC(=O)C1CC2CCCC(C1)C2=O)C(=O)Nc1cccc([N+](=O)[O-])c1 (stereo not drawn) | -2 | -4 | 4 | 2 | -10 | -8 | -3
CC(C)OC(=O)/C(=C\c1cccc2ccccc12)NC(=O)c1ccccc1 | · | 2 | 1 | 0 | -20 | · | 4
O=C(/C=C/c1ccc(Cl)cc1Cl)N(Cc1ccc(Cl)cc1)C1CCS(=O)(=O)C1 (stereo not drawn) | · | -2 | · | 1 | -2 | · | 1
C[C@H]1CN([C@@H](C)CO)S(=O)(=O)c2ccc(-c3cncnc3)cc2O[C@H]1CN(C)C(=O)Cc1ccncc1 | 0 | 0 | · | -1 | 7 | 21 | 2

Screening results (PubChem)

An excerpt, so the mix of outcomes need not match the whole.
